# Screening results deposited in PubChem BioAssay by several laboratories.
# HTR5A inv ctr = counter-screen for OPRM1-OPRD1 inverse agonists: human HTR5A inverse agonism | HTR5A cell line, luminescence | inhibition, % at 9.3 µM | actives 0.083% (n = 340,000); in the data active means inhibition mostly above about 23%, no sharp cut-off; inactive means mostly below about 18%;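 further: 0% = cells with DMSO and 100% = no-cell wells with DMSO; some compounds called inactive have numbers as strong as hits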
# HTR5A ag = counter-screen for OPRM1-OPRD1 agonists: human HTR5A agonism. actives 0.61% (n = 340,000). P47898. AID 504692. activation, % at 9.3 µM. HTR5A agonist assay, luminescence, cell-based; in the data active means activation mostly above about 9.5%, no sharp cut-off; inactive means mostly below about 7.6%;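 further: 0% = cells with vehicle only and 100% = reference agonist; strong numbers were not always called active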
# MOR-DOR inv ag = mu-delta opioid heterodimer inverse agonism; cell-based MOR-DOR heterodimer luminescence; inhibition, % at 9.3 µM; actives 0.21% (n = 340,000); AID 504357; in the data active means inhibition above about 22%, passing the limit was not always enough;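 further: 0% = cells with DMSO and 100% = wells without cells with DMSO; values of inactives mirror those of a sister screen read the other way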
# Target sequence (P35372 whole entry, looked up): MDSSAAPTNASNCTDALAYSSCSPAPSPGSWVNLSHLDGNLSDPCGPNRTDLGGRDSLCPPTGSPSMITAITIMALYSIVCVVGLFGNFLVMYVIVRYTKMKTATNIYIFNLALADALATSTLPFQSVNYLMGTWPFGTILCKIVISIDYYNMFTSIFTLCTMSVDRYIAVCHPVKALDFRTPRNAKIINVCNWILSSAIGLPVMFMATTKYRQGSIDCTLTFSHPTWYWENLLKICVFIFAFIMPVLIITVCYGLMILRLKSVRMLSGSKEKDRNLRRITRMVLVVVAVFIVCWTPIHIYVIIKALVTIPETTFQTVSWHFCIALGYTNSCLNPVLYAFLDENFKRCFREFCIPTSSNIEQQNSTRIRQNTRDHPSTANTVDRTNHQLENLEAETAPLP
# Target sequence (P41143 whole entry, looked up): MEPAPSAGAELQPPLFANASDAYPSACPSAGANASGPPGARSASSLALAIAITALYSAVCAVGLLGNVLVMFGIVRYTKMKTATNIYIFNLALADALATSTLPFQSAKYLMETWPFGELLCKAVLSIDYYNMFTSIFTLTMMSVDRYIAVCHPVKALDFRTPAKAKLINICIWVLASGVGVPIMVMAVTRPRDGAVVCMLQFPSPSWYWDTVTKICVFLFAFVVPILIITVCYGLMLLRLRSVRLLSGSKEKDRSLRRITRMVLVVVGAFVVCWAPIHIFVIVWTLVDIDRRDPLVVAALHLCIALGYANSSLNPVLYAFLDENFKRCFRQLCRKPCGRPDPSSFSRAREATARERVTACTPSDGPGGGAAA
# E coli growth = reduces bacterial viability in AddAB counter-screen | E. coli V3065 growth, OD600 absorbance, 18 h | inhibition, % at 11.9 µM | actives 0.27% (n = 330,000) | AID 449728;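 active means inhibition above the campaign's mean inhibition across all tested compounds plus 3 SD, cut at about 9.9% in these data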;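 further: uninfected addAB+ strain grown without phage in ampicillin broth; 0% = DMSO wells and 100% = ciprofloxacin 0.95 µg/ml wells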
# phage Ecoli inh = E. coli growth loss with phage present | growth absorbance | inhibition, % at 11.9 µM | actives 0.26% (n = 360,000); in the data active means inhibition above about 11%
# MOR-DOR ag = OPRM1-OPRD1 heterodimerization agonism | actives 0.3% (n = 340,000) | P35372+P41143 | activation, % at 9.3 µM | AID 504326 | cells, luminescence; in the data active means activation above about 18%;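 further: 0% = vehicle-treated cells and 100% = reference agonist; values of inactives mirror those of a sister screen read the other way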
# PKA-R1A act = PKA-R1A complex activation; P00514+P68181; PKA-R1A dissociation, Cy5-IP20 fluorescence polarization; scaled: DMSO 0%, 113 µM cGMP 100%; activation, % at 11.4 µM; actives 0.083% (n = 340,000);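 active means percent activation above the mean of all tested compounds plus 3 SD, cut at about 19% in these data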;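 further: higher means more PKAc released from R1A so a rise in polarization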
# PfHsp90 set2 = inhibits growth of yeast expressing Plasmodium falciparum Hsp90. inhibition, % at 9.4 µM. S. cerevisiae expressing PfHsp90, BacTiter-Glo ATP, 48 h; yeast lacking PDR1 and PDR3 efflux regulators. AID 504621. actives 0.32% (n = 310,000);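 active means every replicate shows inhibition above about 80%, whatever the replicate mean, limit read from the data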;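 further: 0% = DMSO neutral controls and 100% = 20 µM radicicol positive controls; yeast relying on Plasmodium falciparum Hsp90 in place of its own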
# AddAB inh = less growth of phage-infected E. coli with AddAB; inhibition, % at 11.9 µM; actives 0.29% (n = 330,000); E. coli expressing H. pylori AddAB, absorbance growth; in the data active means inhibition above about 12%;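 further: 0% = vehicle wells of infected cells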
# DSG3 Ab inh = blocks pemphigus antibody binding to human desmoglein-3 | P32926 | DSG3-coupled beads, scFv-anti-DSG3-GFP binding, flow cytometry; active compounds read low | binding (percent of control), % at 10 µM | actives 0.48% (n = 310,000);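 active means binding more than 3 SD below its plate's average and above zero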;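 further: hits lower antibody fragment binding to DSG3; some compounds called inactive have numbers as strong as hits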
# SUMO Mot1 rescue = inhibitors of SUMOylation pathway: yeast Mot1-301 growth rescue; S. cerevisiae Mot1-301 growth rescue, ATP luminescence, 38.5C; percent above DMSO median, 100 means doubled; actives 1% (n = 320,000); growth rescue, % at 18.8 µM;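 active means every valid replicate shows activation above 250% relative to neutral control wells; inactive means the rest, any valid replicate at or below 250%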;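 further: OY570 slx delta 5 strain wells were the positive control but not used for scaling; some compounds called inactive have numbers as strong as hits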
# * marks the source's active call; other numbers are inactive results; nt = not tested or not shown.
structure	SUMO Mot1 rescue	phage Ecoli inh	MOR-DOR ag	DSG3 Ab inh	HTR5A inv ctr	HTR5A ag	E coli growth	PKA-R1A act	AddAB inh	MOR-DOR inv ag	PfHsp90 set2
OC1CCN(C(=S)NCCc2ccccc2)CC1	5.7	-0.6	-0.6	99.0	-7.5	0.6	0.9	0.3	2.5	3.4	17.4
COc1cccc(Nc2nnc(SCC(=O)N3CC(C)OC(C)C3)s2)c1 (stereo not given)	-23.5	1.7	-4.3	nt	0.4	-2.3	-0.1	-4.8	0.4	19.9	41.8
CCc1cc(=O)[nH]c(SCC(=O)NCC2CCCO2)n1 (stereo not given)	-4.0	0.8	-1.8	95.8	13.8	-6.3	-0.6	-2.0	4.5	9.7	14.3
COc1ccc(OCc2nnc(SCC(=O)NC3CC3)n2C)cc1	270.4	-1.5	-4.7	108.2	-29.5	11.5	-1.0	-6.3	-1.8	19.0	-1.7
COc1ccc(N2C(=O)/C(=C\c3ccco3)N=C2SCC(=O)N(C(C)C)C(C)C)cc1Cl	211.5	3.2	-1.8	109.6	-2.7	3.1	-0.9	-8.6	1.5	9.6	0.9
CC(=O)c1ccc(NC(=O)CN2C(=O)COc3ccc(S(=O)(=O)N4CCCC4)cc32)cc1	-2.4	0.5	-2.4	nt	11.6	-3.2	0.4	-3.5	1.4	13.0	-2.7
Cc1ccc(C(=O)NC2CCCC(C)C2C)cc1S(=O)(=O)N1CCCCC1 (stereo not given)	20.0	-1.0	0.6	98.8	-6.7	2.6	0.4	-6.7	4.7	-3.7	8.5
COc1cc2cnc(Cl)nc2cc1OC	1.8	5.8	0.6	102.1	-0.8	0.3	-0.2	-6.5	1.1	-3.1	-1.2
C=CCn1c(SCC(=O)Nc2ccccc2OC)nc2c([nH]c3ccccc32)c1=O	16.5	2.4	-2.7	101.3	-6.6	2.8	0.2	4.8	-2.3	13.7	33.2
CCN1CCN(c2nc3c(C)cccn3c(=O)c2C=C(C#N)C#N)CC1	-5.8	3.7	-0.6	113.2	9.8	-2.7	nt	-0.5	nt	2.6	-4.7
COc1ccc(CN2C(=NC(=O)CCC3CCCC3)SC3CS(=O)(=O)CC32)cc1 (stereo not given)	6.2	0.4	-1.4	102.4	11.8	-4.3	-0.2	1.4	1.0	7.2	1.0
O=C(CCNC(=O)c1ccc(Br)cc1)NNC(=O)C1COc2ccccc2O1 (stereo not given)	0.4	-0.7	0.6	113.5	8.6	-0.4	1.0	-0.9	-0.2	-4.2	nt
Nc1cc(Cl)ccc1C(=O)OCC(=O)NC1CCCCC1	-7.3	0.7	-0.2	nt	5.5	-2.2	-2.9	-2.7	-1.2	1.0	-4.4
N#Cc1ccc(C(=O)Nc2ccc(N3CCN(C(=O)c4ccco4)CC3)cc2)c(F)c1	4.3	2.8	-0.1	101.7	10.1	1.6	6.9	-4.7	5.9	0.9	-5.1
OCC[C@H]1C[C@H](O)[C@@H](O)[C@@]2(CCCO2)O1	-6.3	0.6	-0.1	105.3	-13.4	2.1	0.5	5.6	3.3	0.5	4.7
Cc1occc1C(=O)N(C)Cc1nc(-c2ccc(Cl)cc2)no1	85.8	2.7	1.4	92.8	-24.4	8.2	-1.8	-9.1	4.4	-11.5	0.3
O=C(COC(=O)Cc1ccccc1[N+](=O)[O-])NCC1CCCCC1	2.6	-2.0	-1.8	109.1	-2.3	0.9	-3.0	-5.3	0.7	8.5	nt
O=C(COC(=O)c1ccc(Br)o1)NCCc1ccccc1	1.4	2.6	-0.2	nt	-0.1	0.0	0.6	8.8	1.2	0.9	1.7
CSCCC(NC=C1C(=O)OC(C)(C)OC1=O)C(=O)O (stereo not given)	0.3	1.9	-2.0	105.3	13.5	0.9	-0.3	-7.6	-2.6	11.6	nt
O=C(CCN1C(=O)c2ccccc2C1=O)Nc1ccccn1	-4.2	1.1	-2.8	95.7	-1.4	0.6	1.2	-2.5	0.5	15.7	12.5
COc1ccc(N2CCN(C(=O)c3ccncc3)CC2)cc1	4.7	0.6	-1.1	99.8	-19.7	-2.6	1.3	-3.2	1.6	5.6	nt
CCc1ccc(-c2cc(C)no2)cc1S(=O)(=O)NCCc1ccc(OC)c(OC)c1	10.1	0.9	-2.6	106.2	-3.3	2.1	0.0	1.3	1.2	14.3	-34.2
CCCCn1c(SCC(=O)NCc2ccco2)nnc1-c1ccco1	76.8	1.4	-2.0	98.2	1.3	-0.4	0.5	-9.9	4.3	10.7	-10.4
CCc1ccccc1NC(=O)CNC(=O)CNC(=O)c1cccs1	-2.4	0.7	-4.2	nt	-0.2	0.1	1.6	-3.0	3.2	16.7	2.7
Cc1ccc(NC(=O)CN(c2ccccc2F)S(C)(=O)=O)cc1	-2.5	1.3	-1.5	70.1	-2.5	-3.6	1.8	-0.9	0.4	8.1	-0.2
COc1ccc(CNC2CC(=O)N(C)C2=O)cc1 (stereo not given)	-5.6	0.1	-1.8	86.0	-4.1	-3.7	-0.8	-7.6	-2.2	10.0	11.0
O=C(Nc1nc2c(F)cc(F)cc2s1)C1CC(=O)N(Cc2ccco2)C1 (stereo not given)	12.4	1.1	-3.8	101.2	3.4	-1.3	-1.1	6.6	-2.2	20.0	-33.5
Cn1c(CN2CCOCC2)nnc1SCC(=O)Nc1nccs1	168.1	4.6	-1.6	106.1	-10.3	1.6	-0.3	1.8	1.2	9.3	nt
CC(C)(C)C(=O)NC1(C(F)(F)F)N=C2SCCN2C1=O (stereo not given)	31.5	2.1	-1.6	100.6	-2.3	2.5	2.7	-7.5	4.1	8.5	0.9
CC1CCCCC12NC(=O)N(CC(=O)NC(=O)Nc1ccc3c(c1)OCCO3)C2=O (stereo not given)	2.6	1.9	-1.9	93.5	6.8	0.9	3.9	7.8	2.4	8.1	-7.1
COc1ccc(C)cc1NC(=O)C(OC(=O)c1cc(C)oc1C)c1ccccc1 (stereo not given)	29.8	5.8	1.3	98.0	6.9	-2.6	0.4	8.1	3.2	-6.6	7.3
Cc1sc2ncn(CC(=O)NCCCN3CCC(C)CC3)c(=O)c2c1S(=O)(=O)N1CCC(C)CC1	-23.0	-0.1	-0.5	nt	8.6	-3.2	1.8	5.0	2.8	3.6	26.3
C=CCSc1nnc2nc3[nH]c4c(C)cccc4c3nn12	-4.0	-1.4	0.7	102.9	-1.2	2.4	0.3	-4.0	4.2	-2.9	-30.0
CCOC(=O)C1CCN(C(=O)CN2C(=O)C(CC)Oc3ccccc32)CC1 (stereo not given)	-17.3	1.3	2.7	92.4	-30.0	11.4	-2.9	-5.5	1.1	-16.9	-3.8
O=C1NC(=Nc2ccc(Cl)cc2)/C(=C/c2ccco2)S1	-9.8	4.2	-1.2	92.7	9.5	-4.0	-0.8	-12.9	0.7	6.1	-24.2
COc1ccccc1N1CCN(C(=O)CN(C)S(=O)(=O)c2cc(C)ccc2OC)CC1	7.6	4.0	-0.2	99.4	9.2	-3.6	-2.0	-4.7	0.0	1.2	-3.3
COc1ccc(OCc2nc(C#N)c(NCCCn3ccnc3)o2)cc1	108.9	0.3	-2.2	108.1	4.5	-1.8	0.5	10.0	2.0	10.3	-6.4
CC(NC(=O)Cn1nc(-c2ccccc2)ccc1=O)c1ccccc1 (stereo not given)	-5.3	-0.3	0.5	101.1	-2.8	1.0	2.5	7.5	4.2	-3.0	19.7
CCOC(=O)Nc1nc(C)c(C(=O)c2ccc(Cl)cc2)s1	-8.5	5.2	1.7	113.6	-1.9	0.7	0.8	-4.1	4.1	-9.6	-5.3
O=C1CCc2ccc(NS(=O)(=O)c3ccc(F)cc3)cc2N1	-1.4	4.8	-2.9	103.3	-5.1	10.3	0.8	0.8	3.6	13.5	22.9
CCCN(C(=O)Cn1ncc2c(=O)oc3ccccc3c21)c1cccc(C)c1	14.2	3.2	-1.8	97.0	1.0	0.3	1.6	4.0	2.0	10.6	7.4
Cc1ccc(-c2noc(CCC(=O)Nc3cc(C)ccn3)n2)cc1	0.0	4.2	0.1	100.6	-0.3	-1.5	0.6	2.0	2.7	-0.3	31.5
O=C(Nc1ccc(S(=O)(=O)Nc2nccs2)cc1)C1CCCCC1	-23.5	6.3	-0.4	104.4	-25.8	9.5	1.6	2.5	2.2	2.0	-23.2
O=C(NCc1ccccn1)C1CC(=O)N(C2CCCC2)C1 (stereo not given)	nt	0.7	-1.9	104.5	-0.7	0.3	1.0	0.9	-1.6	10.6	14.5
CNc1nc(N2CCc3ccccc32)ncc1F	-19.0	1.0	-0.9	93.0	-3.6	1.6	-2.3	-3.7	4.4	5.5	nt
CCC1(C)CC2(CCCN(CCC(O)(c3ccccc3)c3ccccc3)C2)CCO1 (stereo not given)	1.9	1.8	3.4	110.0	3.9	-4.0	0.2	0.5	0.3	-17.3	5.9
Cc1ccc(C(=O)N/C(=C/c2ccc(-c3ccc([N+](=O)[O-])cc3)o2)C(=O)NCCCN(C)C)cc1	21.3	-0.5	4.9	nt	6.3	0.6	-0.5	8.9	3.6	-23.9	-8.1
O=C(COC(=O)[C@@H]1CCCN1C(=O)c1cccs1)Nc1ccc(F)cc1[N+](=O)[O-]	50.1	-0.1	0.0	nt	-1.6	0.7	0.4	-3.0	-2.2	0.1	11.5
Fc1cccc(Cl)c1CSc1nnnn1-c1ccc2c(c1)OCO2	-24.8	2.0	-2.2	98.0	-14.2	0.5	2.2	-14.1	0.8	12.5	0.3
CCn1c(=S)sc2c(=O)[nH]c(C)nc21	-1.8	0.4	0.4	nt	-1.6	0.6	1.0	-2.9	0.0	-2.6	nt
Cc1cc(C)c(S(=O)(=O)N2CCCOC2CNC(=O)C(=O)NCc2ccccn2)c(C)c1 (stereo not given)	53.7	5.3	-2.8	103.2	-14.7	-2.0	-1.1	-11.6	-1.1	12.9	7.2
O=C(NCc1n[nH]c(=S)n1-c1ccc(Cl)c(Cl)c1)c1ccco1	0.5	0.9	-1.4	106.0	8.0	-5.0	1.9	-7.9	-0.2	7.4	1.3
COc1ccc(-n2cccc2C=O)cc1	-1.5	1.5	-1.2	95.7	-3.0	1.8	-0.9	-12.2	1.9	5.2	-26.4

# An excerpt from above with just HTR5A inv ctr and PKA-R1A act.
SMILES	HTR5A inv ctr	PKA-R1A act
Cc1ccc(-c2noc(CCC(=O)Nc3cc(C)ccn3)n2)cc1	-0.3	2.0
O=C(NCc1n[nH]c(=S)n1-c1ccc(Cl)c(Cl)c1)c1ccco1	8.0	-7.9
CCC1(C)CC2(CCCN(CCC(O)(c3ccccc3)c3ccccc3)C2)CCO1 (stereo not given)	3.9	0.5
